NCI-60 one-dose screen, 48 h, at 10 µM unless noted. Numbers give growth in % (100 = growth as untreated, 0 = no growth, -100 = all killed).
SNB-75: SNB-75 CNS cancer; 79,000 compounds, 5% hits
PC-3: PC-3 prostate cancer cells. 80,000 compounds, 3.9% hits
U251: U251 CNS tumor cells; 80,000 compounds, 5.4% hits; AID 1794753
SF-268: SF-268 CNS cancer cells | 82,000 compounds, 3.1% hits | AID 1794759
SNB-19: SNB-19 CNS cancer cells; 81,000 compounds, 2.5% hits
SF-295: SF-295 CNS cancer cells | 79,000 compounds, 5.6% hits | AID 1794758
DU-145: DU-145 prostate cancer; 81,000 compounds, 4.2% hits; AID 1794760
HCC-2998: HCC-2998 colon cancer; 79,000 compounds, 4.7% hits
SF-539: SF-539 CNS cancer; 81,000 compounds, 6.8% hits
Starred values were filed as active, the others as inactive; . = no result given; & = joins results of further samples; ! = a repeat was not active. Rule for the calls: active = growth percent below 10; inactive = the rest.

Start of the listing, in advance:
SMILES	SNB-75	PC-3	U251	SF-268	SNB-19	SF-295	DU-145	HCC-2998	SF-539
Cc1nc([P+](c2ccccc2)(c2ccccc2)c2ccccc2)co1	98	67	76	86	93	102	86	92	83
CCOC(=O)N1CCN(C(=S)Nc2ccccc2)CC1	99	98	93	112	100	115	116	110	95

Main list, from the first entry:
SMILES	SNB-75	PC-3	U251	SF-268	SNB-19	SF-295	DU-145	HCC-2998	SF-539
Cc1nc([P+](c2ccccc2)(c2ccccc2)c2ccccc2)co1	98	67	76	86	93	102	86	92	83
CCOC(=O)N1CCN(C(=S)Nc2ccccc2)CC1	99	98	93	112	100	115	116	110	95
CC(=O)c1ccc2oc(=O)n(Cc3ccc(C#N)cc3)c(=O)c2c1	87	97	105	99	104	99	111	102	97
O=C(NS(=O)(=O)c1ccc(Cl)cc1)n1ccc2c(Cl)ccnc21	59	108	103	100	118	102	114	94	97
COC(=O)c1ccc(NC(=O)Cn2c(=S)n(-c3ccccc3)c(=O)c3ccccc32)cc1	94	101	94	97	95	100	109	105	99
FC(F)(F)Oc1cccc(-c2cc(NCCCCCCNc3cc(-c4cccc(OC(F)(F)F)c4)nc4ccc(N5CCCC5)cc34)c3cc(N4CCCC4)ccc3n2)c1	-4.5*	-22*	-90*	-66*	-68*	34	-5.9*	-85*	8.5*
O=C(Nc1cccc(Cl)c1)OCCCl	87	50	79	88	82	58	82	84	95
Oc1cccc(CN2CCOCC2)c1O	76	94	105	106	102	113	100	112	103
N#Cc1cnn(C(C2=C(O)c3ccccc3CC2)c2ccc(Cl)cc2)c1N (configuration not stated)	72	77	92	86	87	90	92	107	84
COc1cccc(-c2cc(-c3ccc(NC(=O)c4ccc(C)cc4)cc3)[nH]c(=O)c2C#N)c1	94	108	98	110	93	100	100	104	91
COc1ccc(/C=C/C(=O)c2c(O)c(C)c(O)c3c2OC2=CC(O)=C(C(C)=O)C(=O)[C@]23C)cc1	-33*	-2.2*	-28*	-18*	-15*	-23*	8.2*	-30*	.
O=C(NC1CCCCCCC1O)c1ccccc1 (configuration not stated)	87	98	103	98	99	102	109	99	104
CCOC(=O)/C(OCC)=C(\C#N)c1ccccc1	88	101	96	116	98	106	119	117	96
O=c1[nH]c2ccc(Oc3ncccn3)cc2c(=O)n1Cc1cccc(NS(=O)(=O)c2ccc(Cl)cc2)c1	81	80	95	87	85	89	107	101	88
S=C(Nc1ccccc1)Nc1ccc(NC(=S)Nc2ccccc2)cc1	91	99	103	94	.	115	101	107	103
COc1cc(/C=C/C(=O)c2c(C)n([O-])c3cc(C)c(C)cc3[n+]2=O)cc(OC)c1OC	51	60	46	80	60	72	51	86	80
CCCCOC(C)OC(CC)c1ccc2c(c1)OCO2 (configuration not stated)	94	107	98	106	103	106	118	105	99
Cn1nc(C(C)(C)C)cc1NC(=O)Cc1ccc(Nc2cc(Nc3ccc(S(C)(=O)=O)cc3)ncn2)cc1	100	82	104	97	111	98	101	121	66
COc1ccccc1/C=N\NC(=O)N/N=C/c1ccccc1OC	112&96	91	103&103	106&108	102&98	104&95	116&122	98&102	99&108
COc1ccc2oc(=O)cc(C3NOC(N)=C3C#N)c2c1 (configuration not stated)	83	112	106	95	109	96	107	102	96
O=C(Oc1ccccc1-c1ccccc1)c1ccccc1	107	98	94	104	108	102	.	95	97
Nc1c(C(=O)Nc2cccc3ccccc23)sc2nc3c(cc12)CN(CCc1ccccc1)CC3	.	86	87	90	98	87	85	98	103
C=C(C=O)[C@@H]1CC[C@]2(C)[C@H](CC[C@@H]3[C@H]4[C@H]5OC(=O)[C@@]4(CCC5(C)C)CC[C@]32C)[C@@]1(C)CCC#N	.	72	108	104	91	99	95	83	107
NC(=S)N/N=C/c1cc(Cl)sc1Cl	92	95	108	105	.	99	105	109	96
CCc1cccc(CC)c1N1C(=O)CSCC1=O	96	100	105	107	93	98	112	104	99
NCC(=O)O	.	105&82	.	.	.	.	108&107	107&95	.
c1ccc(-c2ccc(N=Nc3ccc(-c4ccccc4)cc3)cc2)cc1	86	98	97	105	105	102	106	111	102
O=C(NCCN1CCOCC1)n1cc(-c2ccncc2)c(-c2ccc(Cl)c(O)c2)n1	88	99	104	112	108	106	112	108	96
COc1cc(-c2cc(-c3nnc(/C=C/c4ccc5c(c4)OCO5)o3)[nH]n2)cc(OC)c1OC	78	67	94	.	90	82	106	101	95
CCc1cc(O)cc(C)c1Cl	95	90	101	112	103	.	106	99	103
CN[C@@]12CC3(C=CC(=O)C=C3)O[C@]1(Cc1ccc(OC)cc1)N(C)C(=O)N2	74	67	.	97	92	109	101	100	45
O=S(=O)(NCCCNc1nccc(-c2c(-c3cccc(F)c3)nc3occn23)n1)c1cccc(F)c1	71	59	74	84	91	94	81	109	100
Cc1ccc2oc(C)[n+](CCC(=O)O)c2c1	94	95	100	109	99	100	108	112	99
COc1ccc(C2=CC(c3ccc4c(c3)OCO4)NC(=O)N2)cc1 (configuration not stated)	82	90	91	95	90	99	102	94	95
O=C(COC(=O)c1cc(NS(=O)(=O)c2cccs2)ccc1O)Nc1ccccc1F	87	59	100	116	79	118	120	.	121
N#CCCCCCn1c2ccccc2c2c3[nH]c(=O)n(N)c(=O)c3c3c4ccccc4n(CCCCCC#N)c3c21	99	79	99	103	96	99	102	105	101
COc1cc2cc(NC(=O)c3ccc(Cl)cc3)nc(C)c2cc1OC	103	.	106	93	95	100	86	110	102
COc1cc(C2NCC(=O)N2O)cc(OC)c1OC (configuration not stated)	62	93	101	104	93	106	114	89	98
NC(=O)c1nnsc1-c1ccco1	97	96	99	107	102	112	118	99	145
COc1ccc(C(C)=O)cc1S(=O)(=O)Nc1c(N)nc(N)nc1N	93	77	104	100	96	99	104	101	101
Nc1n[nH]c2cccc(C#Cc3cccc(C(=O)Nc4ccc(Cl)c(C(F)(F)F)c4)c3)c12	66	60	69	62	89	67	84	49	34
O=C1CCC(N2Cc3cc(CC(=O)Nc4ccc(N5CCCCC5)cc4)ccc3C2=O)C(=O)N1 (configuration not stated)	56	27	89	62	49	57	94	35	66
CC(C)CCNC(=O)Cn1ccc(N2CCOCC2)cc1=O	83	97	98	109	96	101	109	103	100
Cc1ccc2[nH]c(-c3ccc(S(C)(=O)=O)cc3)c(/C=N/O)c2c1	85	76	88	90	95	97	103	102	86
Cc1nn(-c2cc(NC3CCC(O)CC3)c3c(=O)[nH]c(CCC(F)(F)F)cc3c2)c2c1C(=O)CC(C)(C)C2 (configuration not stated)	57	55	57	72	63	49	27	11	58

Only HCC-2998, U251 and PC-3, for 6 of the compounds above:
canonical_smiles | HCC-2998 | U251 | PC-3
O=C(Oc1ccccc1-c1ccccc1)c1ccccc1 | 95 | 94 | 98
Cc1ccc2oc(C)[n+](CCC(=O)O)c2c1 | 112 | 100 | 95
COC(=O)c1ccc(NC(=O)Cn2c(=S)n(-c3ccccc3)c(=O)c3ccccc32)cc1 | 105 | 94 | 101
CCc1cccc(CC)c1N1C(=O)CSCC1=O | 104 | 105 | 100
O=c1[nH]c2ccc(Oc3ncccn3)cc2c(=O)n1Cc1cccc(NS(=O)(=O)c2ccc(Cl)cc2)c1 | 101 | 95 | 80
COc1cc2cc(NC(=O)c3ccc(Cl)cc3)nc(C)c2cc1OC | 110 | 106 | .

Other structures.
SMILES	SNB-75	PC-3	U251	SF-268	SNB-19	SF-295	DU-145	HCC-2998	SF-539
CN1C2CCC1/C(=C\c1ccc(Br)cc1F)C(=O)/C2=C/c1ccc(Br)cc1F	79	80	90	90	99	988	125	98	100
COC(=O)c1cc2c(C)cc(C)nc2[nH]1	88	89	92	97	98	103	101	106	95
CCC(C)(C(C#N)C(N)=O)C(C#N)C(N)=O (configuration not stated)	96	94	96	111	96	114	118	119	95
O=C(Nc1cc(Cl)cc(Cl)c1)Nc1nc2ccc([N+](=O)[O-])cc2s1	.	8.0*	6.6*	15	21	-57*	17	3.9*	3.9*
OCC1OC(O)C(O)C(O)C1O (configuration not stated)	.	92	113	102	107	102	120	94	102
c1csc(-c2nc(-c3cc4ccccc4c(N4CCOCC4)n3)cs2)c1	82	93	82	92	87	101	113	103	103
COc1ccc(/C=C/C(=O)c2ccc(S(=O)(=O)NCCNc3nc(N(C)C)nc(N4CCOCC4)n3)cc2)cc1	62	77	77	84	81	93	103	116	84
O=c1oc2ccc(Br)cc2cc1-c1cs/c(=N/N=C\c2ccc(Br)cc2)n1/N=C/c1ccc(Br)cc1	111	95	97	106	105	116	102	104	107
Nc1ncnc2c1NC(c1ccc3c(c1)OCO3)CC(c1ccc([N+](=O)[O-])cc1)N2 (configuration not stated)	89	95	102	92	78	92	109	121	86
Cc1cc([N+](=O)[O-])c2nnnn2c1	126	98	97	100	95	99	77	108	81
CSCCC(NC(=O)c1ccccc1)C(=O)N/N=C1\SCC(=O)N1C (configuration not stated)	80	87	105	106	100	97	112	102	95
Nc1cc(S(=O)(=O)O)cc2cc(S(=O)(=O)O)c(N=Nc3ccccc3)c(O)c12	103	101	101	93	96	129	109	103	99
Cc1ccc(N2CCN(CC(O)COc3ccccc3Cl)CC2)cc1 (configuration not stated)	102	100	110	100	95	119	118	105	103
O=C(O)C1(c2cccc(O)c2)CCCC1	81	80	94	102	104	104	110	106	106
CC1=C(C(=O)Nc2ccc(F)cc2)C(c2ccccc2)C2=C(CC(C)(C)CC2=O)N1 (configuration not stated)	66	55	70	83	87	.	95	103	79
O=C(Nc1ccc(N2CCNCC2)cc1)c1[nH]ncc1Nc1cc(Oc2ccccc2)ncn1	49	-60*	24	35	46	-70*	16	-18*	-46*
Nc1ccc2ccccc2c1S(=O)(=O)O	97	96	113	104	101	114	112	110	104
O=C(Nc1ccc(NC(=O)c2ccccc2)c2ccccc12)c1ccccc1	89	91	96	108	102	111	110	110	110
O=C1/C(=C/C=C/c2ccco2)SC(=S)N1c1ccc(Cl)cc1	96	93	99	96	93	95	107	102	99
O=c1[nH]ccc2nc(N3CCC(O)CC3)nc(Nc3ccc(N4CCOCC4)cc3)c12	64	90	88	62	97	108	60	80	29
Nc1nc(Cn2c(-c3nonc3N)nc3ccccc32)nc(N2CCCCC2)n1	76	78	97	96	87	97	99	96	101
CCC(CC)NC(CC)CO (configuration not stated)	.	93	104	113	102	112	116	104	103
COC(=O)C1=C(C)NC(C)=C(C(=O)OCC(C)C)C1c1cccc(C#N)c1 (configuration not stated)	77	77	94	94	101	82	110	102	98
O=C1NC(=O)/C(=C\c2cccc(Oc3ccccc3)c2)S1	89	95	96	109	109	101	110	94	107
CCC/C=N/Nc1nc(C)cc(=O)[nH]1	102	90	112	122	107	99	114	109	105
O=C(O)C(c1ccccc1)C(O)c1ccc2c(c1)OCO2 (configuration not stated)	93	94	108	99	103	106	114	.	101
COc1cccc(-c2nc3occn3c2-c2ccnc(NCCNS(=O)(=O)c3ccccc3)n2)c1	107	84	104	87	107	106	98	132	109
O=C(Nc1ccccc1)C1(C(=O)Nc2ccccc2)SSC(C(=O)Nc2ccccc2)(C(=O)Nc2ccccc2)SS1	99	90	90	111	114	88	102	116	112
Cc1ccc(C(=O)C/C(=C/c2ccc(-c3ccc(Cl)cc3)o2)C(=O)NCc2ccccc2)cc1	91	87	93	110	90	103	113	104	109
Nc1nc(N)c2nc(CNc3ccc(C(=O)NC(CCC(=O)O)C(=O)O)cc3)cnc2n1 (configuration not stated)	41&64	27&43	27&38	27&27	44&51	13&26	22&28	3.4*!	18&21
O=C1CCCC1[n+]1ccccc1 (configuration not stated)	86	82	84	95	103	95	105	107	83
COc1cnc2c(c1)C(=O)c1c-2n(CCCN2CCC[C@H]2CO)c(=O)c2cc(OC)c(OC)cc12	106	82	38	49	33	15	35	75	25
COc1cc(CCNc2nc3cc(N)cc(N)c3nc2-c2ccccc2)cc(OC)c1	40	4.0*	-80*	7.7*	13	61	86	-5.8*	-32*
CC(=O)OCC1OC(OC2C(COC(C)=O)OC(OC(C)=O)C(OC(C)=O)C2OC(C)=O)C(OC(C)=O)C(OC(C)=O)C1OC(C)=O (configuration not stated)	84&95&102&95	104&92&97&95	97&94&99&94	113&101&102&101	98&99&100&101	124&104&105&105	125&110&110&111	104&108&107	103&104&101&101
C/C(O)=C(/N=Nc1ccccc1)C(=O)O	97	102	95	102	114	92	105	106	91
CC(=O)Nc1cccc(C2=CC(c3ccc(C)cc3)n3ncnc3N2)c1 (configuration not stated)	94	84	97	94	91	114	102	112	95
NNC(=O)/C(=C\c1ccc([N+](=O)[O-])cc1)CC(=O)c1ccc(Cl)c(Cl)c1	63	79	92	65	90	94	89	94	98
CN(CCOc1ccccc1)Cc1ccccc1	93	103	.	120	104	93	115	103	107
COc1cc(C2CC(C3C(=O)N(C)C(=O)N(C)C3=O)=NN2C=O)cc(OC)c1OC (configuration not stated)	95	76	96	102	100	98	111	100	104
OCC(O)C1OC(c2ccco2)OC(CO)C1O (configuration not stated)	102	98	103	111	104	149	114	103	97
O=S(=O)(Nc1ccccc1Nc1ccccc1)c1ccccc1Cl	91	81	95	94	112	90	97	95	93
COc1cc(OC)c(Cl)c(OC)c1	103	107	97	109	114	102	139	95	111
C=CCCN1CCCC1	69	97	90	100	104	102	113	93	97

Whole records as entered above:
Listed for O=C(Nc1ccc(NC(=O)c2ccccc2)c2ccccc12)c1ccccc1 : SNB-75 = 89; PC-3 = 91; U251 = 96; SF-268 = 108; SNB-19 = 102; SF-295 = 111; DU-145 = 110; HCC-2998 = 110; SF-539 = 110
Listed for OCC(O)C1OC(c2ccco2)OC(CO)C1O (configuration not stated) : SNB-75 = 102; PC-3 = 98; U251 = 103; SF-268 = 111; SNB-19 = 104; SF-295 = 149; DU-145 = 114; HCC-2998 = 103; SF-539 = 97
